Bioassay records deposited in PubChem by several laboratories.
sPLA2-III inh: Blocks human group III sPLA2 activity. Q9NZ20. QFRET BODIPY PC-A2 liposome hydrolysis, fluorescence. inhibition, % at 12.2 µM. 0.56% of 370,000 active. AID 743126;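 active = inhibition above mean plus 3 SD of compounds lying within the high and low control bounds, cut at about 19% in these data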;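 also: 0% = median of test compound wells and 100% = no enzyme DMSO wells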
Target sequence (Q9NZ20 whole entry, looked up): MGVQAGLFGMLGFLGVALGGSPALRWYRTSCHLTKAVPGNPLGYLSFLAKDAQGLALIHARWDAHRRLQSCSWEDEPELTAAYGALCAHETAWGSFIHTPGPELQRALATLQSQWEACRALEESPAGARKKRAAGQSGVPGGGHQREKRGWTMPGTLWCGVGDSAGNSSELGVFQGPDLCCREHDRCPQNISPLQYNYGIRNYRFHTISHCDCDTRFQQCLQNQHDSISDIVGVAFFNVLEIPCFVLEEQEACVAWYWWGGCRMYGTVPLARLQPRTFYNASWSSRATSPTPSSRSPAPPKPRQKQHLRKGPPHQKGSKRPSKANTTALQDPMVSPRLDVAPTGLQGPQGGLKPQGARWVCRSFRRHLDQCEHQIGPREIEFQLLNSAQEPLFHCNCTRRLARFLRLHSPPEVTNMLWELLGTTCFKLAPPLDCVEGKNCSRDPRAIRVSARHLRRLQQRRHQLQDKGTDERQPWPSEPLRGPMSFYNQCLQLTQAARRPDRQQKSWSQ
hgDAF-12 ag: agonists of H. glycines DAF-12 nuclear receptor; AID 687014; activation, % at 6.8 µM; HEK293 GAL4-hgDAF12 UAS-luciferase reporter, agonist luminescence; normalized to butyrate control; 1.8% of 370,000 active;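 active = activation above a cutoff set at the mean of all screened compounds plus 3 SD, cut at about 10% in these data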;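 also: 0% = DMSO wells and 100% = sodium butyrate wells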
FXN GAA850 act: frataxin GAA850 promoter activation | HEK293 lucGAA850 FXN promoter luciferase reporter, 24 h; percent of 10 µM SAHA response | AID 540364 | 0.56% of 360,000 active | activation, % at 6 µM;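 active = activation above the average of all compounds screened plus 3 SD, cutoff fixed separately per campaign, cut at about 7.5% in these data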;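 also: 0% = DMSO wells and 100% = 10 µM SAHA wells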
GC-B act: GC-B (human) receptor activation. P20594. HEK293-GC-B cells, CNP EC30, cGMP TR-FRET; 0% at EC30 CNP, 100% saturating CNP. activation, % at 10 µM. 0.11% of 370,000 active. AID 1920062;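 active = activation at 10 µM reaching about 35% in either raw or pattern-adjusted values, limit read from the data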
SMARCA2 activ: SMARCA2 function activation, primary screen | MG213 cells, MMTV-luciferase reporter, dexamethasone, overnight | AID 652017 | 1% of 370,000 active | activation, % at 9.1 µM; in the data active = activation above about 7.8%;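 also: 0% = vehicle wells and 100% = reference activator wells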
GC-A act: GC-A (human) enzyme activation. HEK293 GC-A cells, cGMP TR-FRET, EC30 ANP; 0% at EC30 ANP, 100% saturating ANP. 0.14% of 370,000 active. AID 1671463. activation, % at 10 µM. P16066; in the data active = activation above about 40%
hcDAF-12 act: H. contortus DAF-12 activation, primary screen. HEK293 hcDAF-12 lit1-tk-luc reporter, luminescence; 0% DMSO, 100% Δ7-dafachronic acid. activation, % at 6.8 µM. 1.4% of 370,000 active. AID 652067;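 active = activation above the mean of all tested compounds plus 3 SD, cut at about 5.5% in these data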;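 also: 100% = response to 3 µM Δ7-dafachronic acid high control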
ssDAF-12 act: S. stercoralis DAF-12 activation, primary screen | HEK293 ssDAF-12/GRIP1 lit1-tk-luc reporter, luminescence; % of 3 µM dafachronic acid response | activation, % at 6.8 µM | 1% of 370,000 active;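 active = activation above the mean over all tested compounds plus 3 SD, cut at about 0.9% in these data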;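 also: 0% = DMSO-only wells and 100% = 3 µM delta7-dafachronic acid wells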
DAX1 inh-1: NR0B1 (DAX1) inhibition; AID 504766; inhibition, % at 6.75 µM; 0.99% of 340,000 active; P51843; HEK293 Gal4-DAX1 luciferase reporter, luminescence;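 active = inhibition above the mean over all tested compounds plus 3 SD, cut at about 4.2% in these data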;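 also: 0% = DAX1-transfected cells with DMSO and 100% = empty-vector control cells with DMSO; inhibition shows as a rise in luminescence from relieved DAX1 repression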
ADAM10 inh: inhibitors of human ADAM10; AID 720582; recombinant ADAM10, EDANS/DABCYL FRET peptide cleavage, 3 h; inhibition, % at 7 µM; 0.62% of 370,000 active; O14672;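 active = inhibition above a per-campaign cutoff equal to the mean of compounds falling between control-based bounds plus 3 SD, cut at about 20% in these data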;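 also: 0% = DMSO wells while the 100% control is not disclosed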
Target sequence (O14672 214-748 limits assumed): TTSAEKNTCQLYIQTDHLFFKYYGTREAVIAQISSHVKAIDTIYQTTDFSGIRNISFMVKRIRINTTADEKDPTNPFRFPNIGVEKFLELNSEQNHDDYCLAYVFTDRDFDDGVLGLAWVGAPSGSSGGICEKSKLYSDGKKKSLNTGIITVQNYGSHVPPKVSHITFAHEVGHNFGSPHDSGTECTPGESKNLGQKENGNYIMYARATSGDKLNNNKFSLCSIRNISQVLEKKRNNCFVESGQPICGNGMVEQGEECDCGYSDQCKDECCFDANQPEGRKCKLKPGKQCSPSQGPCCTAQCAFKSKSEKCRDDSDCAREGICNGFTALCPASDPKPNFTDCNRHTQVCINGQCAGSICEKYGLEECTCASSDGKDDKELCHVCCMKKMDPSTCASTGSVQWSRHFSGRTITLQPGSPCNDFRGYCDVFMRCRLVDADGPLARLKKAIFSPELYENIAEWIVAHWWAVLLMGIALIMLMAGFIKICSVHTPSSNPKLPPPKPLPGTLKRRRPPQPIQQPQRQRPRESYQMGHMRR
DAX1 inh-2: inhibitors of DAX1 repression of SF-1 activated StAR promoter. HEK293T StAR-luciferase reporter, SF-1/DAX-1 repression relief. inhibition, % at 6.8 µM. 1.1% of 370,000 active. AID 652010;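 active = inhibition above the mean over all tested compounds plus 3 SD, cut at about 3.6% in these data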;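 also: 0% = DAX-1 cells with DMSO and 100% = cells lacking DAX-1 with DMSO; higher inhibition means more luminescence from relief of DAX-1 repression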
Active calls of the source: *; i = inactive; x = no result given. An excerpt (hit frequency here may not be typical).

SMILES,sPLA2-III inh,hgDAF-12 ag,FXN GAA850 act,GC-B act,SMARCA2 activ,GC-A act,hcDAF-12 act,ssDAF-12 act,DAX1 inh-1,ADAM10 inh,DAX1 inh-2
O=C(c1ccc(N2CC3CC(C2)c2cccc(=O)n2C3)c([N+](=O)[O-])c1)N1CCCC1 (stereo not drawn),5,0.4,-0.8,-3,-5,5,-2.6,-0.6,0.8,-4,0.6
COc1ccc(CC2c3cc(OC)c(OC)cc3CCN2C)cc1O (stereo not drawn),-7,0.7,2.6,3,2,-2,-0.8,-1.4,1.3,-131,-0.1
CC(=O)OC1(c2ccc(C)cc2)CN2CCC1c1ccccc12 (stereo not drawn),-6,1.4,-1.6,0,2,-5,0.2,-0.5,1.3,-4,0.5
O=C(CN1CCCC1=O)NCCc1ccccc1,4,-3.3,-0.9,2,-2,5,-0.6,-1.5,0.4,-7,-0.2
O=[N+]([O-])c1ccc(N2CCNCC2)cc1NCC1CCCO1 (stereo not drawn),7,1.3,2.0,2,2,-2,-0.8,-1.0,-1.7,10,-0.3
Cc1ccc(-n2c(O)c(C=NCCCn3ccnc3)c(=O)[nH]c2=O)cc1,0,0.1,0.2,-4,-4,2,0.0,-0.9,0.9,7,0.4
CN(C)C(=O)Oc1cccc(-c2cn3cc(Cl)ccc3n2)c1,-8,5.4,1.8,-2,26*,6,0.0,-1.4,-0.9,-71,0.7
COC(=O)c1c(C)n(Cc2ccco2)c2ccc(O)cc12,-13,-2.5,-1.5,-8,2,47*,-1.1,-1.0,0.2,7,-0.9
COc1ccc(N=C(C)c2c(O)n(C3CCCCC3)c(=O)[nH]c2=O)c(OC)c1,9,0.1,1.2,1,-4,5,0.1,-0.9,-0.7,-7,0.2
CN1CCC(O)(c2ccc(Cl)cc2)C(C(=O)c2ccc(Cl)cc2)C1 (stereo not drawn),0,0.6,3.0,-17,-1,13,2.4,-0.9,2.2,-9,-0.1
C[N+](C)(C)CC(=O)O,3,-0.3,0.5,3,5,0,-0.9,-1.7,0.1,3,0.6
Cc1cc(N)n(C2CCN(C)CC2)n1,7,1.8,1.9,-1,-4,3,-1.0,-0.9,0.6,-15,0.4
CC(=O)N1CCC2(CC1)CC(=O)c1cc(OCC(=O)N3CCC4(CC3)OCCO4)ccc1O2,3,4.7,2.3,5,1,6,-1.1,-1.4,1.6,i,0.2
CC1CN=C(Nc2ccc(F)c(Cl)c2)S1 (stereo not drawn),9,-0.3,1.3,0,-3,6,-1.9,-1.7,3.5,-6,0.1
CCOC(=O)N(C)c1ccc(C(O)(C(=O)OCC)C(F)(F)F)cc1 (stereo not drawn),-5,-1.1,-0.6,4,-5,4,-1.0,-1.5,0.4,-5,-0.7
O=C(c1cnn2c(C(F)(F)F)cc(-c3ccccc3)nc12)N1CCC2(CC1)OCCO2,5,-0.9,3.0,18,-2,16,-1.1,-1.4,0.0,-7,-0.6
CCOc1c(P(=S)(N(C)C)N(C)C)c(C)nn1-c1ccccc1,-2,-1.6,0.6,4,0,-8,-3.1,-1.1,-0.3,0,-0.4
CCCn1c(C(=O)c2ccc(OC)cc2)nc2ccccc21,1,2.4,-0.9,0,-2,-2,-1.7,-1.2,-0.6,10,-0.4
CCn1c(C(=O)N2CCC(C(=O)N3CCC4(CC3)OCCO4)CC2)cc2sccc21,1,-1.6,0.3,1,2,0,0.0,-1.5,-0.4,-3,1.0
CC(C)NC(=O)c1ccc(N2CC3CC(C2)c2cccc(=O)n2C3)c([N+](=O)[O-])c1 (stereo not drawn),-1,0.8,1.2,-2,1,1,-0.9,-1.6,-1.4,0,0.9
CN1C(=O)C(=Cc2sc(=O)n(-c3ccccc3)c2N2CCCCC2)C(=O)N(C)C1=O,6,-1.5,1.1,-1,-3,0,-0.3,-1.2,-0.7,-4,-0.1
CC1CCCCN1Cc1ccc(Cl)nc1 (stereo not drawn),9,0.6,-0.7,1,-3,1,1.3,-1.5,-0.6,8,0.3
CC1CC(C)OP(=O)(OCCC#N)O1 (stereo not drawn),13,1.1,-0.6,3,1,-10,-1.5,-0.6,1.2,-8,0.5
COCCOC(=O)C1=C(N)Oc2c(c(=O)oc3ccccc23)[C@@]12C(=O)Nc1ccccc12,0,2.1,-0.1,4,-1,1,4.1,0.6,0.9,2,0.8
C=Cn1ccnc1P(=S)(c1ccn(C)c1)c1nccn1C=C,6,0.6,-0.7,-1,-2,1,-2.3,-1.6,-0.3,12,0.4
COC(=O)C1=C(c2cccc(C#N)c2)C[C@@H]2CC[C@H]1N2C(=O)NCCCOC(C)C,-1,1.7,0.8,0,1,-1,-1.3,-1.1,0.1,-3,0.3
O=c1[nH]c2ccccc2n1CCCN1CCC(n2c(=O)[nH]c3cc(Cl)ccc32)CC1,-9,0.3,1.1,-8,-5,-10,-3.1,-1.7,-0.1,-10,-1.2
COc1cccc(C(c2nnnn2C2CCCCC2)N2CCC3(CC2)C(=O)NCN3c2ccccc2)c1OC (stereo not drawn),-10,-4.6,x,-1,-4,-7,-1.2,-1.5,x,0,-0.8
CC(=O)Nc1nnc(CCN(CCc2nnc(NC(C)=O)s2)[N+](=O)[O-])s1,-2,2.4,1.7,-4,1,5,-1.9,0.8,-0.5,-9,-0.1
COCCNCCOc1ccc(C(C)(C)c2ccccc2)cc1,2,0.2,1.4,-11,-1,-4,-0.2,-1.4,-0.5,-1,-0.1
COc1ccc(N=Cc2c(O)n(Cc3ccccc3)c(=S)[nH]c2=O)c(OC)c1,3,0.2,2.2,2,-2,0,-0.3,0.5,-0.7,6,0.2
Cc1cc(C(=O)O)c(C)n1C1CC1,1,-3.4,-0.3,-1,-1,5,-0.4,-0.6,-0.1,-7,0.1

The listing continues:
Below each SMILES: sPLA2-III inh	hgDAF-12 ag	FXN GAA850 act	GC-B act	SMARCA2 activ	GC-A act	hcDAF-12 act	ssDAF-12 act	DAX1 inh-1	ADAM10 inh	DAX1 inh-2
CCC1(CC)C(=O)NC(=O)N(c2ccccc2)C1=O
→ 1	1.7	-3.0	-4	-1	0	0.0	-0.9	-0.2	-10	1.3
CCOC(=O)[C@]12Cc3cc(OC)ccc3[C@H]1N(Cc1ccccc1)C(=O)c1cc(F)c(F)cc12
→ 1	1.3	-2.5	-14	0	-7	-0.6	-1.4	-0.9	3	-0.8
CC(C)C[C@H]1COc2cccc(N3CCN(C)CC3)c2S(=O)(=O)N1
→ 14	1.3	x	0	-4	-3	-1.1	-1.1	x	-17	4.2*
CC(C)(C)c1cc(C=C(C#N)C#N)cc(C(C)(C)C)c1O
→ 11	0.1	-11	11	-9	16	-4.5	-1.1	-4.5	-14	-3.5
Cc1ccsc1CNCCc1ccccc1F
→ -1	1.9	0.9	-10	-1	-21	-1.0	-0.6	-1.2	11	0.1
Cc1ccc(CS(=O)(=O)CCC(=O)N2CCC3(CC2)OCCO3)cc1
→ -5	-1.9	-2.0	-4	4	0	-1.4	-0.8	-0.3	5	-0.2
O=C1C2CCCN2C(c2ccc(Cl)c(Cl)c2)N1c1ccccn1 (stereo not drawn)
→ 6	-1.3	-1.8	-13	2	-27	-2.1	-1.0	2.8	-10	-0.5
O=C(NCCN1CCC2(CC1)C(=O)NCN2c1ccccc1)C(c1ccccc1)c1ccccc1
→ -1	-0.4	x	-30	2	-21	-1.8	-1.2	x	-9	1.2
Cc1cccc(OP(N)(=O)Oc2cccc(C)c2)c1
→ -2	2.2	0.5	2	-3	0	2.1	-1.3	0.9	-4	0.3
CCOC(=O)c1c(C)n(CCOC)c2ccc(O)cc12
→ 3	-0.2	-0.5	-6	3	1	-0.8	-0.8	0.1	0	-0.9
OC(Cn1c2ccccc2c2ccccc21)C[n+]1cccc2ccccc21 (stereo not drawn)
→ 6	3.8	-1.1	-7	-4	-6	0.1	-1.5	-0.7	-8	-1.1
Cc1cccc(NC(=O)OC2CN3CCC2CC3)c1 (stereo not drawn)
→ -7	1.0	0.8	-6	-2	1	-1.8	-0.5	1.0	-1	0.6
COc1ccc2c(c1O)-c1cccc3c1[C@@H](C2)N(C)CC3
→ 0	8.1	-1.1	-4	-1	1	-0.9	-1.1	-1.0	-71	-0.2
CCOc1ccc(C2C(C#N)=C(N)Oc3c2c(=O)oc2ccccc32)cc1 (stereo not drawn)
→ -12	-0.3	0.6	1	1	-9	-0.8	-1.3	-0.4	-11	0.7
O=[N+]([O-])c1cc(-n2cnnn2)c(O)c([N+](=O)[O-])c1
→ -1	-1.4	0.5	2	0	4	-0.1	-0.9	-2.1	-1	-0.2
O=C1/C(=C\c2cccnc2)N2CCC1CC2
→ 6	-1.5	0.6	4	-2	7	-1.6	-1.1	2.3	-9	-0.3
Cn1c(O)c(C=NCCN2CCOCC2)c(=O)n(C)c1=S
→ -5	0.7	-0.9	-3	0	-1	0.7	-0.4	0.9	6	-0.7
O=C(Cc1ccccc1)N1CCN(Cc2ccccc2Cl)CC1
→ -1	-2.5	2.2	1	1	-2	-3.1	-1.0	0.7	-2	-0.2
C[C@H]1CCCC(=O)CCCCCc2cc(O)cc(O)c2C(=O)O1
→ -12	-3.8	1.3	2	4	-2	-4.2	-1.2	-0.4	4	0.5
Cc1nc2c(=O)n(C)c(=O)nc-2n(C)n1
→ -3	-15	-15	9	-8	0	-6.6	-3.0	-4.2	7	-4.9

Four entries from above, with each value named:
OC(Cn1c2ccccc2c2ccccc21)C[n+]1cccc2ccccc21 (stereo not drawn)
  sPLA2-III inh: 6; hgDAF-12 ag: 3.8; FXN GAA850 act: -1.1; GC-B act: -7; SMARCA2 activ: -4; GC-A act: -6; hcDAF-12 act: 0.1; ssDAF-12 act: -1.5; DAX1 inh-1: -0.7; ADAM10 inh: -8; DAX1 inh-2: -1.1

Cc1cccc(NC(=O)OC2CN3CCC2CC3)c1 (stereo not drawn)
  sPLA2-III inh: -7; hgDAF-12 ag: 1.0; FXN GAA850 act: 0.8; GC-B act: -6; SMARCA2 activ: -2; GC-A act: 1; hcDAF-12 act: -1.8; ssDAF-12 act: -0.5; DAX1 inh-1: 1.0; ADAM10 inh: -1; DAX1 inh-2: 0.6

COc1ccc2c(c1O)-c1cccc3c1[C@@H](C2)N(C)CC3
  sPLA2-III inh: 0; hgDAF-12 ag: 8.1; FXN GAA850 act: -1.1; GC-B act: -4; SMARCA2 activ: -1; GC-A act: 1; hcDAF-12 act: -0.9; ssDAF-12 act: -1.1; DAX1 inh-1: -1.0; ADAM10 inh: -71; DAX1 inh-2: -0.2

CCOc1ccc(C2C(C#N)=C(N)Oc3c2c(=O)oc2ccccc32)cc1 (stereo not drawn)
  sPLA2-III inh: -12; hgDAF-12 ag: -0.3; FXN GAA850 act: 0.6; GC-B act: 1; SMARCA2 activ: 1; GC-A act: -9; hcDAF-12 act: -0.8; ssDAF-12 act: -1.3; DAX1 inh-1: -0.4; ADAM10 inh: -11; DAX1 inh-2: 0.7
